# Source: PubChem (Sanford-Burnham Center for Chemical Genomics)
# hIAP act – human IAP activators, primary screen, biochemical, luminescence, uHTS | Intestinal-type alkaline phosphatase (Homo sapiens), P09923 | purified human IAP, CDP-Star luminescence, 30 min; hits give high values; 1 = vehicle-only enzyme, 0 = enzyme-free background | activation factor at 10 µM | hit rate 0.16% among 330,000 | AID 2524, 2010;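 active means activation factor of the enzyme at least 2-fold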; further: the source names both 10 and 20 µM as test concentration; values of inactives mirror those of a sister screen read the other way
# ATG4B inh – ATG4B protease inhibitors, primary screen, biochemical, fluorescence, uHTS; inhibition, % at 8.33 µM; ATG4B cleavage of LC3-PLA2, NBD-HPC fluorescence, 1 h; Cysteine protease ATG4B (Homo sapiens), Q9Y4P1; hit rate 0.51% among 340,000; AID 504462, 2011; in the data active means inhibition above about 40%
# Target sequence (Q9Y4P1 whole entry, looked up): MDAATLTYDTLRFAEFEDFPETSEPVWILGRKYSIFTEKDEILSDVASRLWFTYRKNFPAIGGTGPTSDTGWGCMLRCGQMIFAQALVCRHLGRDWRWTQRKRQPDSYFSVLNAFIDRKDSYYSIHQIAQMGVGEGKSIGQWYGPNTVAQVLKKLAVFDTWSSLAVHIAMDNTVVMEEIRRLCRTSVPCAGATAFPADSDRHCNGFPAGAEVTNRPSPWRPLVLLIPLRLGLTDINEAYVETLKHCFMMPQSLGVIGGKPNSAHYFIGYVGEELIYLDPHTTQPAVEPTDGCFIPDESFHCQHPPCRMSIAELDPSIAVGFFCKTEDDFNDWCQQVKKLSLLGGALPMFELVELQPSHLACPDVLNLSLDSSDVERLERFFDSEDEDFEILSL
# SENP1 inh – human SENP1 catalytic domain inhibitors, primary screen, biochemical, FRET, uHTS | recombinant SENP1 catalytic domain, CyPet-SUMO1-YPet FRET cleavage | hit rate 0.21% among 360,000 | Sentrin-specific protease 1 (Homo sapiens), Q9P0U3 | inhibition, % at 10 µM | AID 624204, 2012;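 active means inhibition at least 30% at 10 µM, raw YFP signal under a set limit, fluorescence ratio 0.5 to 1.5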;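 further: 0% = enzyme with DMSO and 100% = no enzyme wells; some results filed as inactive read as strong as hits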
# Target sequence (Q9P0U3 419-644 limits assumed): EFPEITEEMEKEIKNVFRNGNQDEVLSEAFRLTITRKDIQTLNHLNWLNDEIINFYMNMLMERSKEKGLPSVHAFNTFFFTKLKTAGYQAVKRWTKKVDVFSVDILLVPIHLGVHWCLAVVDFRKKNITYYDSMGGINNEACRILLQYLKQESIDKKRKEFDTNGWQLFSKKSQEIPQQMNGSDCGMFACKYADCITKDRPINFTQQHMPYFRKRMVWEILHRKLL
#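 Test system: recombinant human SENP1 catalytic domain, His6-tagged / Medium: pH 8 Tris buffer with EDTA, NaCl, BME, BSA, NP40, catalase / Also added: SUMO1 FRET substrate flanked by Cypet and Ypet, 25 nM / Times: 50 min reaction at room temperature / Signal: FRET, CFP and YFP emission / Control set: no-enzyme low control and enzyme-plus-DMSO high control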
# SENP6 inh – SENP6 protease inhibitors, primary screen, biochemical, luminescence, uHTS. hit rate 1.8% among 330,000. inhibition, % at 10 µM. Sentrin-specific protease 6 (Homo sapiens), Q9GZR1. Recombinant SENP6 catalytic domain, aminoluciferin luminescence;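 active means inhibition above about 50% at the single tested dose, limit read from the data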;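 further: plate controls were DMSO wells with enzyme for no effect and DMSO wells lacking enzyme for full effect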
# Target sequence (Q9GZR1 628-1112 limits assumed): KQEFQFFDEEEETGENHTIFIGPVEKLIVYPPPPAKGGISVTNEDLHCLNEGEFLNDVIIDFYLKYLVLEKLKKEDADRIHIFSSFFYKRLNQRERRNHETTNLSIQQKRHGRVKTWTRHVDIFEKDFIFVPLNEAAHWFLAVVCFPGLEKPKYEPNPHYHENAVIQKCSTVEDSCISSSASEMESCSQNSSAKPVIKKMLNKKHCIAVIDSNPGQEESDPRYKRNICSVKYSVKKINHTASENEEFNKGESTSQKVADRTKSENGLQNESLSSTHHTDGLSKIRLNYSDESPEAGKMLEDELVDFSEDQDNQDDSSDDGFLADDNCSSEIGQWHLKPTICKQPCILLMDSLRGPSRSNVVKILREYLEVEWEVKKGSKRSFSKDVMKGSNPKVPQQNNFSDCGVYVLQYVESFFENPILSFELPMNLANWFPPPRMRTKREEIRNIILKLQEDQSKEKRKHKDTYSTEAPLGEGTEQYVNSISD
# GRIN3A LBD mod – binders of NR3A ligand-binding domain, primary screen, biophysical, differential scanning fluorimetry, uHTS; NR3A LBD differential scanning fluorimetry, Tm shift; 0% = protein alone, 100% = glycine-bound protein; Tm shift relative to glycine control, % at 25 µM; hit rate 2.5% among 340,000; AID 1259313, 2017;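 active means melting temperature shift of at least 10% of the positive control shift, at one fixed dose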
# SENP8 inh – human SENP8 protease inhibitors, primary screen, biochemical, fluorescence, Nedd8 protein substrate, uHTS | Sentrin-specific protease 8 (Homo sapiens), Q96LD8 | recombinant SENP8 | inhibition, % at 20 µM | hit rate 0.64% among 360,000 | AID 602440, 2012; in the data active means inhibition mostly above about 40%, no sharp cut-off; inactive means mostly below about 27%
# PfG6PD inh – PfG6PD enzyme inhibitors, primary screen, biochemical, fluorescence intensity, uHTS | inhibition, % at 20 µM | glucose-6-phosphate dehydrogenase-6-phosphogluconolactonase (Plasmodium falciparum 3D7) | hit rate 0.78% among 350,000 | PfGluPho enzyme, NADPH resazurin-diaphorase fluorescence;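 active means inhibition reaching at least a set limit at 20 µM in the primary screen, cut at about 59% in these data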;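 further: 0% = DMSO wells with substrate and 100% = DMSO wells lacking glucose-6-phosphate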
# MPTP inh – mitochondrial permeability transition pore inhibitors, primary screen, biochemical, isolated mouse mitochondria, absorbance. Ca2+ swelling absorbance, 30 min. inhibition, % at 10 µM. hit rate 1.4% among 360,000. AID 602449, 2012;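 active means inhibition of 50% or more, scaled per plate between neutral and stimulator controls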;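 further: 0% = DMSO wells given calcium and 100% = 1 mM EGTA wells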
# * = called active by the depositor; i = inactive; · = no result given.
SMILES,hIAP act,ATG4B inh,SENP1 inh,SENP6 inh,GRIN3A LBD mod,SENP8 inh,PfG6PD inh,MPTP inh
COc1cc(C(=O)OC(C)C(=O)NCC2CCCCC2)cc(NC(=O)c2ccco2)c1OC (stereo not drawn),0.913,0.6,1.2,-9.1,1.8,-98.6,-29.0,-1.7
O=C(Nc1cc(-c2ccccc2)nn1-c1ccccc1)c1ccccc1F,0.915,3.2,2.0,-5.1,-7.0,18.2,23.3,0.0
CCN1C(=O)[C@H]2[C@@H](c3ccc(C)cc3)N3C(=O)N(c4cccc(Br)c4)C(=O)[C@@]3(CC)[C@H]2C1=O,1.14,-11.5,2.6,-9.4,1.4,14.1,-5.5,-1.5
Cc1ccc(-c2csc3ncnc(N4CCN(C(=O)c5ccco5)CC4)c23)cc1,1.14,-10.8,-4.9,-16.7,-1.3,4.6,6.3,-0.8
COc1ccccc1C(=O)Nc1ccc(S(=O)(=O)N2CCOCC2)cc1,0.939,3.0,-1.2,17.3,0.0,8.2,-12.7,1.9
COc1cccc(CNC(=O)c2cc(=O)[nH]c3ccc(S(=O)(=O)N4CCOCC4)cc23)c1,0.871,-1.6,0.9,3.1,1.1,-73.7,4.1,-0.6
C=CC[C@H](CC(=O)NCCO)C(=O)N[C@H](COC(=O)[C@@H](CC=C)CC(=O)OC(C)(C)C)Cc1c[nH]c2ccccc12,0.929,-12.0,1.6,-6.7,0.0,13.1,4.8,0.8
Cc1cc(C)c(C)c(S(=O)(=O)N2CCN(C(=O)C3CCC3)CC2)c1C,1.04,-0.5,0.9,-8.1,-2.2,13.1,-12.0,-0.4
COc1ccc(NC(=O)COC(=O)c2ccc(Br)o2)cc1OC,0.979,-13.2,3.1,4.1,-0.2,14.6,-2.8,-0.1
Cc1[nH]n(-c2ccc(Cl)cc2)c(=O)c1C=NC12CN3CN(CN(C3)C1)C2,1.05,0.8,2.1,-7.4,1.5,10.4,0.1,3.0
NCCCC[C@@H]1NC(=O)c2cc([N+](=O)[O-])cc(F)c2NCCCC[C@@H](C(N)=O)NC(=O)[C@H](CCC(N)=O)NC1=O,0.975,-2.8,-2.0,-6.1,1.6,8.6,0.2,2.0
Cc1cc(-c2ccc(S(=O)(=O)Nc3ccc(C#N)cc3)s2)on1,1.09,4.2,2.6,0.9,-2.6,8.5,-23.6,1.1
O=C(Cn1cc(C(F)(F)F)cc(Cl)c1=O)NCc1ccc(F)cc1,0.925,-2.0,-2.1,-10.9,-0.4,-0.8,5.2,0.5
CC(C)(O)[C@H](O)COc1c2occc2cc2ccc(=O)oc12,1.15,-3.2,-2.4,-3.7,-2.5,15.4,8.1,0.1
CCn1nnc(NC(=O)c2cccc(-c3cc4ccccc4oc3=O)c2)n1,0.853,7.4,0.9,23.5,4.5,-284.6,0.6,-0.7
Cc1c(/C(O)=C2\C(=O)C(=O)N(CCN(C)C)C2c2cccs2)cnn1-c1ccccc1 (stereo not drawn),1.11,-9.1,1.9,-1.6,0.0,-15.8,-20.1,-2.0
COC(=O)CCCC1=CC2=CC(=O)C(C)(OC(=O)c3cccs3)C(=O)C2=CN1CCCCO (stereo not drawn),1.01,-15.8,-23.0,14.8,5.1,52.8*,43.6,0.9
CC1CCN(c2nc3ccc(C(=O)O)cc3s2)CC1,1.02,-6.7,-1.5,97.4*,0.7,21.0,-19.2,-1.5
COC(=O)c1ccc(NC(=S)Nc2ccc(O)cc2)cc1,1.03,-4.0,6.4,-17.1,20.2*,13.5,9.3,1.7
O=C1CC(C(=O)N(c2ccc(F)cc2)C(C(=O)NC2CCCC2)c2ccccn2)CS1 (stereo not drawn),1.06,-7.4,0.3,-7.1,0.3,2.9,-0.1,0.9
COc1cccc(CNS(=O)(=O)c2cn(C)cn2)c1,0.988,1.1,1.9,-0.8,1.2,22.2,-15.8,-0.9
CCOC(=O)NC1(Nc2cccc(Cl)c2)Oc2ccccc2O1,·,3.9,0.6,·,2.6,18.0,4.3,0.7
CC(=O)CCc1oc2ccc(C)cc2c1Cc1ccccc1,0.972,1.9,-0.3,1.6,-0.1,-101.2,-13.0,-0.6
CCCN(CC(=O)Nc1ccccc1C)C(=O)c1cc2ccccc2oc1=O,·,·,1.4,·,·,-4.0,2.2,1.4
CCOc1ccc(N=C2Sc3nc4ccc(C)cc4cc3CN2CCOC)cc1,0.989,-6.0,0.4,-14.0,-1.1,3.8,17.4,-0.7
COc1ccc(NC(=O)C2C3C=CC4(O3)C2C(=O)N(CCCN2CCCCC2)C4C(=O)NC2CCCC(C)C2C)cc1 (stereo not drawn),1.45,-5.2,-2.5,-19.8,-2.0,19.1,-7.0,0.9
Cc1ccccc1OC1CCN(C(=O)C2CCC(=O)N(C3CCCC3)C2)CC1 (stereo not drawn),1.07,0.1,0.1,7.2,1.8,5.8,-1.8,0.4
O=C(NNC(=S)NC(=O)c1ccc(F)cc1)c1ccncc1,2.12*,-1.4,1.5,2.2,5.1,6.4,-4.6,-1.1
COc1cc(/C=N/N2C(=O)c3ccccc3NC2(C)c2cccc([N+](=O)[O-])c2)cc(Br)c1O (stereo not drawn),0.991,-3.3,4.7,-0.7,3.0,i,10.1,-17.5
O=C(Nc1cc(Cl)cc(Cl)c1)c1cnn2cccnc12,1.01,15.9,-5.3,-5.5,0.1,10.0,2.4,-1.4
Cn1cc(-c2ccno2)c(C(=O)O)n1,1.01,-2.1,0.8,-11.7,-0.8,12.0,2.5,-0.9
N#Cc1cccc(-c2cn(S(=O)(=O)c3ccc(Cl)cc3)nc2N)c1,1.19,2.3,-2.8,7.9,-1.2,14.4,4.8,-1.8
O=C(CNc1cccc2ccccc12)N/N=C/c1ccccn1,0.944,-5.2,-34.6,83.3*,-0.9,-38.7,59.6*,1.6
CC1CC(N(C(=O)c2ccco2)c2ccccc2)c2ccccc2N1 (stereo not drawn),0.974,-18.2,-2.3,-23.4,-1.4,3.8,11.6,0.3
COC(=O)Nc1ccc(S(=O)(=O)N2CCCC(C(=O)Nc3cccnc3)C2)cc1 (stereo not drawn),1.03,-5.0,-1.6,-4.0,0.5,2.6,-6.0,2.7
CCOC(=O)Cc1csc(NC(=O)CCN2C(=O)c3cccc([N+](=O)[O-])c3C2=O)n1,0.925,10.6,-1.7,6.7,-2.0,12.1,-6.2,-1.7
O=C(O)C(Cc1ccc(F)cc1)c1ccccc1 (stereo not drawn),0.983,11.2,1.3,22.9,-1.4,12.3,-11.4,0.6
COc1cccc(N(C(=O)c2snc(C(N)=O)c2N)C(C(=O)NCC2CCCO2)c2ccc(F)cc2)c1 (stereo not drawn),0.878,0.6,-29.4,6.3,-0.6,-293.9,14.4,-0.1
COc1cc(C)ccc1OCCON1C(=O)CCC1=O,0.938,-7.4,-0.6,9.2,-0.2,9.9,-5.8,3.9
O=C(COC(=O)c1cc2ccccc2cc1O)c1ccccc1,0.914,6.1,0.7,10.0,0.6,0.1,-11.7,-0.5
Cc1cccnc1-n1c(CCN2C(=O)c3ccccc3C2=O)nc2ccccc2c1=O,0.953,-9.4,-0.9,1.0,0.8,4.2,3.6,-1.4
Cc1cc(NC(=O)NN2CCOCC2)nn1-c1c(Cl)cccc1Cl,1.01,0.1,-0.2,-19.4,2.4,9.2,-17.9,1.6
CCNC(=O)c1c(C)[nH]c(C(=O)OCC)c1C,0.794,3.5,-3.5,2.8,-4.1,17.3,-13.3,-0.1
Cc1ccccc1N(CC(=O)NC(C)(C)C)C(=O)CCC(=O)Nc1nccs1,1.01,2.6,4.4,-3.0,-1.2,24.8,-20.9,0.4
O=C(O)CSc1nc2c(c(=O)[nH]1)CCCC2,0.941,2.8,-1.1,-3.9,-2.7,15.8,4.5,-0.9
O=C(C1CCCO1)N(c1cccc(Cl)c1)C1C=CS(=O)(=O)C1 (stereo not drawn),1.13,-9.8,4.3,-6.0,-0.7,18.4,-1.7,-0.4
COC(=O)Cc1ccc(NC(=S)N2CCCC(CO)C2)cc1 (stereo not drawn),0.97,8.7,1.1,-26.1,4.2,13.2,12.1,-0.3
COc1ccc(C(=O)N[C@H](C(=O)Nc2nc3c(s2)CCCC3)C(C)C)cc1,0.95,-2.8,0.5,-11.5,-1.2,12.6,27.9,1.1

# One compound at a time (already shown):
# O=C(COC(=O)c1cc2ccccc2cc1O)c1ccccc1 reads hIAP act: 0.914; ATG4B inh: 6.1; SENP1 inh: 0.7; SENP6 inh: 10.0; GRIN3A LBD mod: 0.6; SENP8 inh: 0.1; PfG6PD inh: -11.7; MPTP inh: -0.5
# COc1cccc(N(C(=O)c2snc(C(N)=O)c2N)C(C(=O)NCC2CCCO2)c2ccc(F)cc2)c1 (stereo not drawn) reads hIAP act: 0.878; ATG4B inh: 0.6; SENP1 inh: -29.4; SENP6 inh: 6.3; GRIN3A LBD mod: -0.6; SENP8 inh: -293.9; PfG6PD inh: 14.4; MPTP inh: -0.1
# COc1cc(C)ccc1OCCON1C(=O)CCC1=O reads hIAP act: 0.938; ATG4B inh: -7.4; SENP1 inh: -0.6; SENP6 inh: 9.2; GRIN3A LBD mod: -0.2; SENP8 inh: 9.9; PfG6PD inh: -5.8; MPTP inh: 3.9

# Next part:
SMILES,hIAP act,ATG4B inh,SENP1 inh,SENP6 inh,GRIN3A LBD mod,SENP8 inh,PfG6PD inh,MPTP inh
O=C(CSc1nnc(NC(=O)C2CCC2)s1)Nc1ccccc1Br,0.857,-2.1,-0.6,-22.2,-0.5,3.2,1.0,-0.7
Cc1cccc(NC(=S)NNC(=O)c2ccc3c(c2)OCO3)c1,1.82,4.0,-1.1,23.7,-5.6,-11.3,-13.4,-1.2
C/C(CC(=O)Nc1cccnc1)=N\NC(=O)c1ccc([N+](=O)[O-])c(Cl)c1,1.02,2.4,1.1,-5.7,1.9,-4.1,-15.2,1.6
Cc1nn(C)c(C)c1CN(C(=O)C1CCC(=O)N(C2CCCCCC2)C1)C(C)C (stereo not drawn),1.21,-4.2,1.2,-17.6,-0.6,0.3,-12.3,-0.8
COc1ccc(NC(=O)C2=CC(c3ccc(C)cc3)=NS(=O)(=O)N2C)cc1,0.909,-11.6,3.3,4.5,-31.1,14.0,9.8,1.1
Cc1ccc(NC(=O)c2cc(-c3ccccc3O)n[nH]2)cc1Cl,1.56,8.5,0.3,-11.5,26.2*,11.3,-6.9,-1.1
Oc1ccccc1-c1cncn1Cc1ccccc1,1.04,2.7,1.3,12.5,-1.1,8.7,15.6,1.6
COc1cccc(NC(=O)CN2C(=O)NC3(CCc4ccccc43)C2=O)c1 (stereo not drawn),0.991,0.0,-0.7,-8.9,-1.0,6.5,-0.1,-0.6
O=C(c1ccc(Cn2c(=S)[nH]c3ccc(N4CCOCC4)cc3c2=O)cc1)N1CCC(N2CCCCC2)CC1,1.07,-7.5,-28.6,-7.0,1.2,-418.7,32.5,2.2
CCCNC(=O)N1CCCC(C(N)=O)C1 (stereo not drawn),1.23,-2.2,2.2,22.8,-0.4,13.4,-6.0,-1.7
O=c1cc(CSc2n[nH]c(-c3ccncc3)n2)nc2sccn12,0.998,6.8,-35.6,-17.7,-0.5,-6.5,-14.2,-1.4
CC1(C)COC(c2ccccc2Cl)OC1,·,-5.4,2.1,·,-1.0,-3.7,14.1,-1.5
CN(C)S(=O)(=O)c1cccc(C(=O)OCC(=O)NCc2ccc3c(c2)OCO3)c1,0.929,11.3,0.6,5.0,-0.9,5.5,-11.8,-1.7
